WRN helicase inh = inhibitors of human WRN helicase; Q14191; WRN helicase unwinding, fluorescent forked duplex, kinetic; Potency, µM (series often up to 114 µM), for inactives: at the top dose activity change, negative = inhibition, most hits filed as inhibitors; 360,000 compounds, 0.46% hits; AID 651768; also: potency is read from the fitted curve at half-maximal effect; % is scaled to controls: 0 for no effect and ±100 for the full control effect; nearly all actives have a fitted effect of over 55% in size
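Kinetic red-fluorescence monitoring (525/598 nm) tracks WRN helicase activity after 100 nM fluorophore-quencher forked duplex and 2 mM ATP are added to 20 nM enzyme pretreated 15 min at room temperature with compound.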
IL2 activator = IL-2 activation. AID 652025. activation, % (series mostly up to about 46 µM). IL-2 activation reporter assay, cell-based qHTS; stimulated with anti-CD3/CD4/CD28 beads; in transgenic mouse T cells. 360,000 compounds, 0.065% hits; in the data active = activation above about 50%; inconclusive = mostly about 30% to 49%; also: 0% is about no effect
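Readout is EGFP and DsRed signal by fluorescent plate cytometry after 18 h at 37 degrees C. Transgenic mouse T cells (750/well) received compound for 60 min before bead stimulation (anti-CD3, anti-CD4, anti-CD28); memory T cells served as non-tolerant control.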
D3 antag = antagonists of human D3 dopamine receptor; P35462; D3R cells, DiscoveRx beta-arrestin luminescence, antagonist mode; active compounds read low; max response, negative = inhibition, %; 360,000 compounds, 2.5% hits; AID 652054; in the data active = max response below about -50%; inconclusive = no clear call, values can overlap the other calls; also: % is scaled to controls: 0 for no effect and ±100 for the full control effect; mostly tested at two doses, the higher about 12 µM
Target sequence (P35462 whole entry, looked up): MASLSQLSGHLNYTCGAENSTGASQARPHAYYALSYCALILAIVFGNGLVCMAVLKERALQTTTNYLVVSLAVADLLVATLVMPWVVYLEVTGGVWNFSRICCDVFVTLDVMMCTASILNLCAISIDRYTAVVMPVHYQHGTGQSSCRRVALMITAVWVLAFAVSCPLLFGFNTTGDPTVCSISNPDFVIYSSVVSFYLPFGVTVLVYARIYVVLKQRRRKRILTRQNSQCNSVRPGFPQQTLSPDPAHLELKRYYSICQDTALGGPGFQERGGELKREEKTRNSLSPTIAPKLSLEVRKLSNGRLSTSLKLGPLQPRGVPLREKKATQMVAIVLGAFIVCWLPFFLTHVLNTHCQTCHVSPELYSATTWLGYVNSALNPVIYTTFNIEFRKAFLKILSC
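Cells plated overnight at 1500 cells/well, then exposed to library compounds with dopamine controls for 90 minutes at 37 degrees C. DiscoveRx reagent added for 30–60 minutes at room temperature; luminescence read, quantitative HTS format.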
PI5P4K alpha inh = blocks human PI5P4K alpha kinase activity | PI5P4Kalpha enzyme, ADP-Glo luminescence, 60 min; active compounds read low | max response, % | 330,000 compounds, 1.2% hits; active = max response of -50% or lower; inconclusive = between -30% and -50%; inactive = -30% or higher; also: value at the top dose of about 77 µM; % is scaled to controls: 0 for no effect and ±100 for the full control effect
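Human PI5P4Kalpha with substrate in 0.038 M HEPES pH 7.4, 0.28 mM EGTA, 0.1% CHAPS, 5% DMSO; reaction started with 5 microM ATP (final), 60 min at room temperature. ADP formed read by ADP-Glo luminescence.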
GLP-1R inv ag = inverse agonists of human GLP-1 receptor; HEK293 GLP-1R CRE-luciferase, luminescence, 24 h; GLP-1R form is constitutively active; P43220; Potency, µM (highest dose often 38.3 µM), for inactives: at the highest dose activity change, negative = inhibition, usual class: inhibitors; AID 624417; 410,000 compounds, 1.6% hits; also: potency is read from the fitted curve at half-maximal effect; % is scaled to controls: 0 for no effect and ±100 for the full control effect; nearly all actives have a fitted effect of over 55% in size
Target sequence (P43220 whole entry, looked up): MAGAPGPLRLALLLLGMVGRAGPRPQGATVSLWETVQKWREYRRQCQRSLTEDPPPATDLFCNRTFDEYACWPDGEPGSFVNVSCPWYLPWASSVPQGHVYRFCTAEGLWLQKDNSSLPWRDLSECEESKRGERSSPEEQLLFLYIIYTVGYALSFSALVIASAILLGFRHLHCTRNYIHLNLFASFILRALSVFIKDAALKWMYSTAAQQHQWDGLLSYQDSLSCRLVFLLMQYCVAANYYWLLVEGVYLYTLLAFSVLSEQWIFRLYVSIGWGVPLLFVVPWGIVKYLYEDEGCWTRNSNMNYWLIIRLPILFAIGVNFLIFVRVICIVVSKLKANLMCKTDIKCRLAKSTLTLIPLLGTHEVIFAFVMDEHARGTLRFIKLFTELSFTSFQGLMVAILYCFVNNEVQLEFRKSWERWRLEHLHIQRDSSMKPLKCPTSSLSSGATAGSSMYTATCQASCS
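Cells are plated, allowed 12 hours at 37 deg C, then treated with compounds for 24 hr before luciferase detection reagent is added and luminescence is read after 12 min at room temperature. The HEK293 line carries constitutively active GLP-1R with a cAMP-responsive reporter.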
PLK1 PBD inh = inhibitors of human PLK1 polo-box domain binding; P53350; Plk1 PBD binding of FITC phosphopeptide, fluorescence polarization; Potency, µM, inactives show max response, negative = inhibition, hits mostly inhibitors; 360,000 compounds, 2.8% hits; also: potency is read from the fitted curve at half-maximal effect; series mostly up to about 57 µM; % is scaled to controls: 0 for no effect and ±100 for the full control effect; nearly all actives have a fitted effect of over 65% in size
GLP1R cytotox = cytotoxicity in counter-screen for GLP-1R inverse agonists; HEK293 cAMP-luciferase reporter cells, luminescence, 24 h; Potency, µM (highest dose often 38.3 µM), inactives show at the top dose activity change, negative = inhibition, most hits filed as inhibitors; 410,000 compounds, 0.13% hits;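 also: loss of luciferase light is scored as toxicity; potency is read from the fitted curve at half-maximal effect; % is scaled to controls: 0 for no effect and ±100 for the full control effect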
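Step one: seed cells (200 cells/uL, DMEM with 10% Nu serum, 1% pen-strep). Step two: 12-hour incubation at 37 deg C. Step three: pin 23 nL compound, incubate 24 hr. Step four: add luciferase reagent, read luminescence 12 min later.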
GLP1R ag = agonists of human GLP-1 receptor; P43220; HEK293 GLP-1R CRE-luciferase, luminescence, 4-6 h; cells express a hypersensitive GLP-1R form; Potency, µM (top dose mostly 45.6 µM), without a hit: at the top dose activation, usual class: activators; 380,000 compounds, 0.007% hits; also: potency is read from the fitted curve at half-maximal effect; % of control where 0% means no effect
D3 ag = D3 dopamine receptor (human) agonism. P35462. D3R DiscoveRx beta-arrestin cells, luminescence, 90 min. max activation, %. 410,000 compounds, 0.58% hits; in the data active = max activation above about 30%; also: 0% is about no effect; mostly tested at two doses, the higher about 12 µM
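Cells at 1500/well, incubated overnight, then treated with pinned compounds (dopamine as control) for 90 min at 37 degrees C. DiscoveRx reagent added for 30 - 60 minutes at room temperature; luminescence read.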
Active calls of the source: *; ? = inconclusive; · = no result given; & = joins results of further samples; [ ] = another dose, or the depositor's remark. Unless noted, calls follow the shape of the dose curve; as a rule, active = well fitted curve in the direction sought with a large enough effect; inconclusive = small, poorly fitted or top-dose-only effect, or another doubt; inactive = no such curve, though single readings can be large; an effect the other way counts as inactive or inconclusive.

SMILES | WRN helicase inh | IL2 activator | D3 antag | PI5P4K alpha inh | GLP-1R inv ag | PLK1 PBD inh | GLP1R cytotox | GLP1R ag | D3 ag
Cn1c(N)c(C(=O)COC(=O)c2cccc(S(=O)(=O)NCc3ccccc3)c2)c(=O)n(C)c1=O | 29% | 0.0 | 7 | 2 | 2% | 1% | 1% | 21% | 2
Cc1ccc(C)c(NC(=O)CSc2nnc(C)c(=O)n2N)c1 | -6% | 0.8 | -10 | 4 | 17% | -6% | 13% | -5% | 4
CCC1CCCCN1C(=O)CSc1nnc(N)s1 (stereo not drawn) | 0% | -0.8 | -1 | 0 | 0% | -9% | 3% | 6% | -2
Cc1cc(Cl)ccc1OC(C)c1nnc(N)s1 (stereo not drawn) | 0% | -2.5 | -6 | · | 0% | -12% | 4% | 26% | 1
O=C(CN1C(=O)NC(Cc2c[nH]c3ccccc23)C1=O)Nc1ccccc1Br (stereo not drawn) | 4% | -0.8 | -6 | 2 | ? | -9% | 1% | 1% | -4
CCOc1ccc(CNC(=O)C2CCN(S(=O)(=O)CC)CC2)cc1OC | -6% | -2.0 | 11 | · | 4% | 1% | 3% | -4% | 1
CCCCn1c(SCC(=O)NC2CC2)nc2cc(C(=O)OC)ccc2c1=O | 4% | -0.5 | 5 | 0 | -3% | -4% | -8% | -1% | 0
O=C(/C=C/c1ccccc1Cl)Nc1ccccc1 | 3% | 0.1 | 5 | -2 | ? | 1% | -15% | 9% | -7
OCCCNCc1ccc(N(c2ccccc2)c2ccccc2)cc1 | 0% | -0.7 | -66* | 6 | ? | -8% | ? | 6% | -21
O=C1C=C(c2ccc3c(c2)oc2ccccc23)C[C@@H](c2ccc(Cl)cc2)C1 | -4% | -0.8 | 0 | 6 | 15% | -4% | -17% | 5% | 0
COc1cc(OC)cc(C(=O)N[C@H](C(=O)Nc2cc(F)ccc2C)C(C)C)c1 | 0%[57.1 µM] | 0.2 | -17 | -5 | ? | 7% | -12% | 7% | -4
COc1ccc(-c2nnn(CC(=O)NC(=O)NC3CCCCC3)n2)cc1OC | 6% | 0.0 | -8 | 1 | 16% | 7% | 4% | -1% | -1
N#Cc1ccccc1S(=O)(=O)N1CCN(CC(O)CN2CCOCC2)CC1 (stereo not drawn) | 14% | 1.1 | 9 | -3 | 9% | 2% | 11% | 0% | -11
COc1cccc(C(=O)N/N=C(\CC(C)C)c2ccccc2)c1 | -4% | -1.8 | -6 | 1 | ? | -9% | 3% | 4% | 0
CCCCSc1cc(C)nc(N)n1 | 2% | -0.1 | 30 | 1 | 10% | -1% | -2% | 13% | -5
Cn1nc(C(=O)NCCN2CCOCC2)c2ccccc2c1=O | 13% | -2.4 | -19 | · | 15% | -8% | -7% | -8% | -1
CCOc1ccccc1N(CC(=O)Nc1ccc2c(c1)OCO2)S(C)(=O)=O | 2% | 0.0 | 2 | -5 | -3% | 1% | -1% | 6% | -5
COc1cc(C(=O)NN=Cc2ccc(N(C)C)cc2)cc(OC)c1OC | -5% | -2.2 | -13 | -3 | ? | -6% | -15% | 11% | 1
O=C(NCc1ccc(F)cc1)c1cc(C2CCCCN2C(=O)CCc2ccccc2)on1 (stereo not drawn) | -10% | -0.7 | 10 | 2 | ? | 4% | -14% | -3% | -3
CC1CCN(c2ccc([N+](=O)[O-])cc2C(=O)N2CCOCC2)CC1 | -3% | 1.6 | 8 | 4 | 4% | -10% | ? | 3% | 5
C(=C\c1ccccc1)/CN1CCN(C(c2ccccc2)c2nnnn2Cc2ccccc2)CC1 (stereo not drawn) | -3% | 3.9 | -71* | -4 | ? | 1% | 0% | 1% | -18
CC(C)CNC(=O)c1cc(S(=O)(=O)N2CCOCC2)ccc1N1CCCC1 | -4% | -0.5 | 7 | -6 | 9% | 6% | -9% | 4% | 4
CC(C)(C)n1nnnc1C(c1ccc(F)cc1)N1CCC(C(N)=O)CC1 (stereo not drawn) | 6% | -0.1 | 9 | -10 | 14% | -12% | 3% | -1% | 2
COC(=O)c1cc(OC)c(OC)cc1NC(=O)Nc1cccc(C(C)=O)c1 | 12% | 0.2 | 0 | 3 | 24% | -6% | -15% | 5% | 2
COc1ccc2nc(SCC(=O)NC3CCCCC3C)[nH]c2c1 (stereo not drawn) | 2% | 0.3 | 0 | 0 | ? | 2% | -2% | 16% | -3
CCn1c(=O)c(C(=O)Nc2nc3ccccc3[nH]2)c(O)c2ccccc21 | -35% | -3.7 | -62* | ? | 0% | -10% | 12% | -14% | 4
Cc1c(C(=O)NC2CC2)oc2ccc(S(=O)(=O)N3CCCCCC3)cc12 | 0% | -3.5 | 17 | -4 | ? | -23% | -22% | 13% | 2
CCN(CC)C(=S)SCC(=O)Nc1ncc2c(n1)CC(C)(C)CC2=O | 3% | -2.0 | -3 | 2 | 6% | 2% | 14% | 4% | -2
CC(=O)c1c(C)[nH]c(C(=O)OCc2cccc(C)c2)c1C | 4% | 1.2 | 4 | 4 | ? | -7% | -2% | ? | 1
Nc1nc(SCCO)[nH]c(=O)c1NC(=O)c1ccc(Br)o1 | -8% | 0.3 | -9 | 1 | 7% | 2% | -3% | -3% | -7
COc1ccc(C)cc1NC(=O)c1ccccc1N(C)S(=O)(=O)c1ccccc1 | -4% | -0.8 | -5 | 3 | ? | -13% | -22% | -1% | 5
COC(=O)c1ccccc1NC(=O)C1CCN(S(=O)(=O)c2cc(OC)ccc2OC)CC1 | -5% | -2.6 | 12 | · | 1% | -6% | 5% | 23% | -6
O=[N+]([O-])c1cccc(S(=O)(=O)N2CCN(S(=O)(=O)N3CCCCCC3)CC2)c1 | 6% | -0.1 | 0 | -2 | 6% | -3% | 3% | 4% | 6
CC(C)Cn1cc(C(=O)N2CCC(C)CC2)c2c3ccccc3n(C)c2c1=O | -8% | 0.3 | 0 | 4 | ? | 3% | -8% | 11% | -2
CCOC(=O)Nc1ccc(OC)c([N+](=O)[O-])c1 | 2%[57.1 µM] | -1.4 | 0 | 0 | 36%[activator] | 8% | -9% | 6% | 6
C=Cn1cc[n+](CC(=O)c2cccs2)c1 | -2% | 0.6 | 43 | -2 | 11% | -1% | -5% | -1% | 2
Cc1ccc(C(=O)c2ccccc2C(=O)OCC(=O)Nc2cccc([N+](=O)[O-])c2)cc1 | -12% | -0.7 | 17 | 7 | ? | -8% | -4% | 3% | -15
Nc1ccc(C(=O)NCC2(c3ccccc3)CCCC2)cc1 | 1% | -0.8 | -4 | 7 | ? | -11% | -11% | 4% | -5
Cc1ccccc1-n1nc2c(c1NC(=O)CC(C)C)CS(=O)C2 (stereo not drawn) | 2%[57.1 µM] | -1.3 | 3 | -3 | 13% | -6% | 1% | -5% | -1
Cc1cc2c(cc1S(=O)(=O)CCC(=O)NCCc1ccccc1)OCC(=O)N2 | 0% | -0.6 | -8 | -10 | 15%&2% | -4% | -8%&0% | 8%&-1% | 2&9
CNS(=O)(=O)c1cccc(C(=O)OCC(=O)Nc2ccc(N3CCCCC3)cc2)c1 | 5% | -0.4 | 6 | 4 | 16% | -11% | 20% | 12% | -1
Cc1[nH]c(=O)c(C#N)c(C)c1CCC(=O)N(C)CC(=O)Nc1ccc(Cl)c(Cl)c1 | 3% | 0.7 | 6 | 3 | 34%[activator] | -3% | 3% | 10% | -3
CC(COC(=O)c1ccccc1)(COC(=O)c1ccccc1)/[N+]([O-])=C/c1ccccc1 | -7% | 0.2 | 2 | 6 | 0% | 7% | -11% | 2% | -2
CC(C)(C)NC(=O)C1c2ccccc2OCC(=O)N1Cc1ccco1 (stereo not drawn) | -1% | 0.4 | -5 | 1 | 10% | -8% | 0% | 6% | -2
Clc1ccccc1-c1nnc2sc(-c3ccco3)nn12 | -8% | 0.0 | 26 | -4 | 0% | -7% | 1% | 22% | 2
O=C(CN(C1CCCCC1)S(=O)(=O)c1ccc(Cl)cc1)N1CCOCC1 | -4% | -1.6 | -25 | · | 2% | -1% | 6% | 12% | -4
O=C(CC1CCCC1)NCCS(=O)(=O)N1CCN(c2ccccc2)CC1 | 6% | 0.9 | -4 | 0 | -26% | -5% | 7% | -3% | -3
O=S1(=O)NC(=NCC(c2ccco2)N2CCCCC2)c2ccccc21 (stereo not drawn) | -5% | -3.8 | 19 | 0 | ? | -6% | -6% | 2% | -6
Cn1c(=O)n(CC(=O)Nc2ccc(F)cc2)c2ccccc21 | 0% | -0.3 | 7 | · | 1% | -2% | 10% | 7% | 2
CC1CCCCN1C(=S)NCc1ccccc1 (stereo not drawn) | 5% | 3.8 | 3 | -3 | 0% | -2% | 8% | -9% | -1
CCC1(C)NC(=O)N(CC(=O)Nc2sc3c(c2C(N)=O)CCC3)C1=O (stereo not drawn) | ? | 0.7 | -17 | · | 16% | -10% | 2% | 2% | -2
c1csc(-c2nc(N3CCOCC3)c3ccccc3n2)c1 | -32% | 1.6 | -7 | 1 | -7% | -5% | 10% | 34% | 10
S=c1nc[nH]c2nc[nH]c12 | 8%&0% | -0.1&0.4 | 30&-22 | -22&-8 | -18%&-22% | -1%&-9% | -20%&-10% | -5%&-3% | 13&-2&-17
CCCCn1c(-c2ccc(OC(F)F)cc2)nc2c1c(=O)[nH]c(=O)n2CC(C)C | 11% | 0.1 | 1 | 3 | -32% | 1% | 2% | 18% | -3
CCOc1ccc(CCNC(=O)COC(=O)/C=C/c2ccc(OC)c(OC)c2)cc1OCC | 0% | -1.6 | 1 | -11 | 108%[activator] | -5% | ? | 11% | 3
